Source: PubChem (several laboratories)
Hsp70 activator: Hsp70 transcriptional activation, primary screen; HeLa Hsp70 promoter luciferase reporter, luminescence; scaled: vehicle 0, proteasome-inhibitor control 100%; activation, % at 10 µM; actives 0.04% (n = 200,000); AID 1203;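 active = activation above the mean across all tested compounds plus 3 SD, cutoff set per campaign, cut at about 5.5% in these data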;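 note: 100% = MG132 at 30 µM as the positive control and 0% = DMSO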
DTT redox prof: compounds producing H2O2 with reducing agent – biochemical, NIH compound library profiling, artefact control for MLSCN library redox annotation, primary screen. DTT-dependent redox cycling H2O2, phenol red/HRP absorbance; 100% = 100 µM peroxide control, 0% = buffer. activation, % at 10 µM. actives 0.03% (n = 200,000). AID 878;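 active = activation of at least 50% relative to the plate's high and low controls in the primary single-dose screen; inactive = activation below 50%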;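 note: compound incubated with DTT at 0.8 mM final as the reducing agent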
Diaphorase inh: counter-screen for diaphorase-based assays: diaphorase inhibitors and chemical oxidizers; inhibition, % at 20 µM; diaphorase resazurin-to-resorufin fluorescence, NADH, 16 min; bacterial (C. kluyveri) enzyme, not human; actives 0.69% (n = 190,000);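 active = primary screen inhibition at 20 µM above a set limit, cut at about 50% in these data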;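 note: plate controls were DMSO with full reaction for no effect and wells lacking NADH for full effect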
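System: Diaphorase enzyme from Clostridium kluyveri | Amount: Enzyme working solution with 0.14 U/mL diaphorase | Benchmarks: No-NADH positive control and DMSO neutral control | Signal: Fluorescence of resorufin formed from resazurin, Ex 544/Em 590 nm | Schedule: 16-min room-temperature incubation before reading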
PMI activator: activators of human phosphomannose isomerase; activation factor at 20 µM; actives 0.005% (n = 190,000); P34949; purified human PMI, coupled resazurin fluorescence, 20 min; active compounds read high; 1 = vehicle control, 0 substrate-free wells;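 active = activation factor of 2 or more at 20 µM, relative to plate controls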
G6PDH counter: L. mesenteroides G6PDH inhibition counter-screen; Purified L. mesenteroides G6PDH, diaphorase/resazurin coupled fluorescence, 45 min; inhibition, % at 5 µM; actives 0.12% (n = 200,000)
RAM network inh: blocks the yeast RAM network; actives 1.8% (n = 190,000); S. cerevisiae dse1pr::URA3 reporter, 5-FOA growth OD615, 2 d; analog-sensitive cbk1-as2 kinase mutant strain; inhibition, % at 50 µM;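 active = inhibition above a set limit, 3 SD over mean compound inhibition, cut at about 8.4% in these data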;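 note: 0% = DMSO-only wells with no growth and 100% = 10 µM 1-NA-PP1 full growth; inhibition rescues growth on 5-FOA so higher OD means more RAM inhibition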
Diaphorase act: counter-screen for diaphorase-based assays: diaphorase activators and chemical reducers; Diaphorase/resazurin coupled assay, resorufin fluorescence, 16 min; active compounds read high; 1 = vehicle wells, 0 = NADH-free wells; activation factor at 20 µM; actives 0.005% (n = 190,000); AID 1229;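 active = diaphorase activity raised at least twofold by the compound at 20 µM; inactive = activation factor below 2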
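Test system: Clostridium kluyveri diaphorase, purified enzyme. Buffer or medium: 50 mM HEPES pH 7.4 buffer plus MgCl2 and Tween 20. Also added: 0.114 mM NADH and 0.1 mM resazurin, final amounts. Dosing: compound 20 µM once, DMSO 1%. Schedule: 16 min enzyme reaction, ambient temperature. Detection: fluorescence of resorufin, 544 nm excitation, 590 nm emission.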
PMI act hi M6P: PMI (human) activation, high substrate | P34949 | coupled PMI enzyme assay, resazurin fluorescence, 20 min; active compounds read high; 1 = untreated enzyme, 0 = substrate-free blank | activation factor at 20 µM | actives 0.34% (n = 190,000) | AID 1216;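 active = activation factor of 2 or more at 20 µM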
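Test system: human PMI in coupled enzyme assay; Input: PMI at 15 ng/mL final; Medium: HEPES buffer, pH 7.4; Schedule: 20 min incubation at room temperature; Technique: resorufin fluorescence at Ex 544/Em 590 nm; Compound: 20 µM single dose; Probe or stimulus: Near-saturating mannose-6-phosphate, 1.0 mM.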
TLR4-MyD88 BLA: inhibitors of human TLR4-MyD88 binding. inhibition, % at 8.4 µM. actives 0.18% (n = 200,000). HeLa CL3-4 TLR4/MyD88 BLA complementation, FRET ratio. O00206+Q99836; in the data active = inhibition above about 25%;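 note: 0% = vehicle and 100% = reference inhibitor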
Target sequence (O00206 whole entry, looked up): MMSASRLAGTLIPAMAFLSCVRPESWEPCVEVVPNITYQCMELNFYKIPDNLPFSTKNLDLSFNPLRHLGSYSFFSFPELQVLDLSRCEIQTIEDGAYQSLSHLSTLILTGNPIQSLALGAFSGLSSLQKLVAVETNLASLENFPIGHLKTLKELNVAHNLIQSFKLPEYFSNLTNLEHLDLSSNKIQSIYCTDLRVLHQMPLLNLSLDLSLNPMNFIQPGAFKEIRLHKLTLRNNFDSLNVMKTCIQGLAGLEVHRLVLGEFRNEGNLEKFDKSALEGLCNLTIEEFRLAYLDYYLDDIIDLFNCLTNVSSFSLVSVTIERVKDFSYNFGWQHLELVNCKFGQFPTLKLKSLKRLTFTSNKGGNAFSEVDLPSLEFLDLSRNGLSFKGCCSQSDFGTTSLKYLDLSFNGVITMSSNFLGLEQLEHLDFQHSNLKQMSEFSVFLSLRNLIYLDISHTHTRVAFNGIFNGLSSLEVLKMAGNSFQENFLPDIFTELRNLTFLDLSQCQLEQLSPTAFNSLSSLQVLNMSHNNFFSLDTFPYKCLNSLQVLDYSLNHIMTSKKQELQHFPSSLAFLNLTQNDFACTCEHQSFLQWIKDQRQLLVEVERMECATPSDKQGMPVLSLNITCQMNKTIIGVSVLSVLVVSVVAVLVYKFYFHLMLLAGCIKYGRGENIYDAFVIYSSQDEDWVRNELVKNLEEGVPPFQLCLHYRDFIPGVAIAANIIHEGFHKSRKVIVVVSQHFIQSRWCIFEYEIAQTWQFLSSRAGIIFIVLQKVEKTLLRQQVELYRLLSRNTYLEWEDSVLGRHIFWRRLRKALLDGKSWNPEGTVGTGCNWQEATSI
Target sequence (Q99836 whole entry, looked up): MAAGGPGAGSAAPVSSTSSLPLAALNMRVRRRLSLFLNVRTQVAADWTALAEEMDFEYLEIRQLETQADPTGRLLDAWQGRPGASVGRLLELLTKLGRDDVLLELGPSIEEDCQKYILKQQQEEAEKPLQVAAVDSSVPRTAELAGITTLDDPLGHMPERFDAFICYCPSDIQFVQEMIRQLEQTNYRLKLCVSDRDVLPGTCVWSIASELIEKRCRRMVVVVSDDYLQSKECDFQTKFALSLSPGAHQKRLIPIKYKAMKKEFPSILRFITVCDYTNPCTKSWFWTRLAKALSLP
Lmaj promast: Leishmania major promastigote growth inhibition; Leishmania major promastigotes, resazurin fluorescence viability; inhibition, % at 10 µM; actives 9% (n = 200,000);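 note: promastigotes grown with compound for 44 hours at 28 °C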
S1P3 antagonist: blocks the human S1P3 receptor. Q99500. CHO S1P3 NFAT-BLA reporter, FRET fluorescence, antagonist mode. inhibition, % at 4.98 µM. actives 0.27% (n = 170,000). AID 485;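 active = inhibition above the plate cutoff, the mean inhibition of test wells on that plate plus 3 SD, cut at about 28% in these data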;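 note: cells challenged with S1P at its EC80 of 0.8 µM; blue over green emission ratio from cleaved BLA substrate after 4 h stimulation; 0% = S1P-stimulated wells and 100% = unstimulated DMSO-only wells; some compounds past the cut are filed as inactive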
* marks the source's active call; other numbers are inactive results; / = not tested or not shown. Cut-off read from the data, not from the text of the source, unless noted: active = inhibition above about 50%; inactive = the rest.

Molecule	Hsp70 activator	DTT redox prof	Diaphorase inh	PMI activator	G6PDH counter	RAM network inh	Diaphorase act	PMI act hi M6P	TLR4-MyD88 BLA	Lmaj promast	S1P3 antagonist
COC(=O)[C@@H]1CCCN1Cc1nc(Cc2ccc(OC)c(OC)c2)no1	-0.3	0.0	-0.3	1	9.2	0.1	1	1	0.7	-5.4	-5.8
COC(C(=O)Nc1ccc(Br)cc1F)c1ccccc1 (stereo unspecified)	0.1	-1.7	-17.8	1.1	2.9	-0.6	1.2	1	-22.8	-6.9	-6.8
CCn1c(O)c(N=NC(=O)Cn2ccc(C(F)(F)F)n2)c2ccccc21	-0.3	-0.8	-0.3	0.9	17.1	-0.3	1	1	1.9	67.0*	-3.5
Cc1ccc2nc(NCc3ccco3)c(C=NCc3ccco3)c(=O)n2c1	-0.8	-1.2	26.9	1.1	8.8	0.4	0.7	0.9	-8.9	-10.2	7.0
Cc1cc(C(F)(F)F)n(-c2nc(C(=O)Nc3cccnc3)cs2)n1	-0.3	0.0	5.5	0.9	-0.3	-0.7	0.9	0.8	-2.3	-9.9	-4.2
CCOC(=O)c1cccc(-n2c(C)nc3ccccc3c2=O)c1	-0.1	-0.3	10.0	1.1	2.0	0.0	0.9	1.1	-1.6	2.1	11.8
Cc1cc(C)cc(OCC(=O)NCc2nc(-c3ccccc3)no2)c1	-0.2	2.9	-2.1	0.9	8.9	6.6	1	1	-2.7	-8.6	-6.9
O=C(N/N=C/C(Br)=C/c1ccccc1)NC1CCCCC1	0.5	-0.4	1.8	1.1	10.5	0.1	1	1	-2.9	3.1	16.0
COCCn1c(=NC(=O)c2ccccc2[N+](=O)[O-])sc2cc(S(C)(=O)=O)ccc21	-0.3	0.2	4.2	0.9	-11.7	6.1	1	1	-10.0	0.1	5.8
Cn1c(=O)c([N+](=O)[O-])c(-n2ccnc2)c2ccccc21	-0.2	-0.4	29.5	1	15.3	1.3	0.7	0.9	25.3*	6.1	5.0
CSc1ccccc1NC(=O)CN(Cc1ccc(Cl)cc1)S(C)(=O)=O	-0.3	-0.9	14.6	0.9	3.6	-0.5	0.9	1	3.4	33.8	-43.5
CCN(CC)S(=O)(=O)c1ccc(S(=O)(=O)N(Cc2ccccn2)Cc2ccco2)cc1	0.3	2.4	-0.9	1	-14.4	2.4	1	1	-23.6	12.5	-1.2
Cc1ccc(C#N)c(SCc2nnc(-c3ccc(Cl)cc3)o2)n1	-0.3	0.2	16.6	1	3.7	3.1	0.8	0.9	7.8	28.3	6.2
CC(C)NCC(O)COc1cccc2[nH]ccc12 (stereo unspecified)	0.2	/	29.5	0.9	5.2	/	0.7	0.9	/	/	5.6
O=S1(=O)N=C(N(Cc2cccs2)c2ccc(O)cc2)c2ccccc21	0.0	-0.9	20.7	0.9	18.1	0.8	0.8	0.8	-9.7	4.4	-2.4
COC(=O)Nc1nc(C)c(C(=O)N(C)C)s1	0.0	-0.1	8.5	1.1	4.2	0.5	0.9	1.1	-4.6	-3.0	-3.2
Cc1cc(Br)ccc1NC(=O)CNC(=O)CN(C)Cc1nc2ccccc2c(=O)[nH]1	0.3	-0.4	12.0	1	7.3	-0.5	0.9	1	-1.5	-4.9	-30.7
c1ccc(Cn2nnnc2C(c2ccccn2)N2CCOCC2)cc1 (stereo unspecified)	-0.5	2.7	4.4	1	-9.8	1.6	1	1	-9.4	-6.8	22.7
CC1CC(C)CN(C(=O)COC(=O)CNS(=O)(=O)/C=C/c2ccccc2)C1 (stereo unspecified)	-0.1	2.4	3.2	1	7.2	0.3	1	1.1	2.0	3.0	11.5
CCOC(=O)Cn1nc(C)c(NC(=O)COc2ccccc2[N+](=O)[O-])c1C	-0.4	-0.4	4.4	1	1.3	3.0	1	1	0.7	-6.2	7.8
Cc1ccc(N2CC(C(=O)Nc3ccc(C)c(S(=O)(=O)N(C)C)c3)CC2=O)cc1 (stereo unspecified)	-0.3	0.1	-7.7	1.2	5.3	0.1	1.1	1.1	-6.0	3.6	-10.9
CCCc1cc2c(=O)c(-c3ccc4c(c3)OCCO4)c(C)oc2cc1OS(C)(=O)=O	-0.6	2.5	15.6	0.8	-11.2	0.0	0.8	0.9	8.4	99.2*	/
CSc1ccccc1NC(=O)C1C2CCC(C2)C1C(=O)O (stereo unspecified)	-0.1	-1.0	6.7	1.1	8.8	0.5	0.9	1.1	-0.1	5.2	-11.6
ClCc1csc(-c2ccc(Cl)cc2)n1	-0.2	0.4	16.1	1.1	6.0	0.6	0.8	1.1	1.0	-3.2	-3.9
N#Cc1ccc(/C=N/NC(=O)CCc2ccc(S(=O)(=O)N3CCOCC3)cc2)cc1	-0.5	-0.2	9.7	0.9	5.5	1.5	0.9	1	-9.1	-2.0	6.7

New compounds follow.
Molecule	Hsp70 activator	DTT redox prof	Diaphorase inh	PMI activator	G6PDH counter	RAM network inh	Diaphorase act	PMI act hi M6P	TLR4-MyD88 BLA	Lmaj promast	S1P3 antagonist
C=CCn1c(COc2ccccc2)nnc1SCC(=O)N/N=C/c1ccc(C)cc1	-0.1	-5.7	14.0	0.9	12.5	0.3	0.9	0.9	3.6	-0.6	/
CN(C)c1nc(Oc2ccc(C(=O)OCC(=O)Nc3ccccc3)cc2)nc(N(C)C)n1	-0.4	-3.7	14.8	1	8.0	2.6	0.9	1	3.2	-7.0	-40.1
COc1ccc([N+](=O)[O-])cc1NC(=O)Cn1ccsc1=N	-0.3	0.1	7.4	0.9	-2.5	0.5	0.9	1	-1.3	3.9	2.0
COc1ccc(NC(=O)/C=C/c2ccco2)cn1	0.2	-2.7	9.5	0.8	8.5	-0.1	0.9	0.7	-13.2	-5.2	4.2
Cc1cc(C)c2nc(NNC(=O)c3ccc(S(=O)(=O)N4CC(C)CC(C)C4)cc3)sc2c1 (stereo unspecified)	-0.2	0.2	14.8	1.1	1.9	3.2	0.9	1.7	9.7	98.8*	-4.9
Cc1ccc(/C=C/C(=O)Nc2cc(S(N)(=O)=O)ccc2O)cc1	0.0	-1.6	19.4	0.7	-0.1	0.5	0.8	0.9	-11.0	22.8	-12.7
Cc1cc(CNC(=O)Cc2ccc(F)cc2)c2ccccc2n1	0.2	-0.8	-4.1	1.2	-1.4	1.8	1	1.1	2.8	3.1	-8.4
CC(/C=N/N1CCN(c2ccc(C)cc2)CC1)=C\c1ccccc1	-0.2	1.4	3.0	1	-5.7	3.0	1	1.1	8.4	-3.8	-28.4
COc1ccc(-c2cc(=O)n(CCC#N)[nH]2)cc1	-0.4	-0.3	14.1	1	-7.6	0.6	0.9	0.9	6.0	96.0*	-8.9
O=C(CSc1ccsc1[N+](=O)[O-])NCCc1ccccc1	0.1	0.3	13.9	1	-5.0	2.5	0.9	1	-11.9	-1.3	/
COC(=O)c1cc(Br)c(=O)n(-c2ccc(OC)cc2)c1	0.1	1.8	8.7	0.9	-8.5	0.1	0.9	1	-1.1	-4.4	-5.2
O=C(NCc1ccc(Cl)cc1Cl)C1CCN(S(=O)(=O)c2ccc3c(c2)OCCCO3)CC1	-0.4	1.0	17.3	0.8	-7.1	0.0	0.8	0.9	-4.2	8.8	-37.6
O=C(CSc1nnc(-c2ccc(Cl)s2)o1)N1CCOCC1	0.0	-0.6	-3.6	1.1	7.4	/	1	0.7	-8.3	-1.8	-25.8
CCCNC(=O)C(=O)c1cccn1-c1ccsc1C(=O)OC	-0.1	-3.5	9.5	0.9	4.8	0.0	0.9	1	2.4	-1.9	/
COc1ccc(CCN2CN(S(=O)(=O)c3ccccc3)c3nc4ccccc4nc32)cc1	-0.4	1.3	5.8	1.2	-11.6	0.9	0.9	1.1	-4.8	-4.2	-11.9
Cc1nn(-c2cc(Cl)ccc2N)c(=O)c2ccccc12	-0.2	-0.4	12.5	0.8	9.1	-1.1	0.9	0.8	-6.5	-4.6	-9.2
CCOC(=O)CN1C(=O)SC(CC(=O)Nc2nccs2)C1=O (stereo unspecified)	-0.3	0.1	6.3	0.9	-5.3	-0.8	0.9	1	-18.3	-0.2	/
CCn1c(SCCN2CCCCC2)nnc1-c1ccc(S(=O)(=O)N2CCOCC2)cc1	-0.3	-5.2	24.7	1	7.8	3.8	0.8	0.9	2.5	-2.7	-7.8
COc1nc(OC)nc(N2CCC(C(=O)Nc3cccc4c3CCCC4)CC2)n1	-0.3	-2.3	8.8	1	7.8	2.7	0.9	1	4.6	0.0	-7.3

Not a hit list; 12% or so of the library scored in one or more.
